# Pf growth 48h = Primary qHTS for delayed death inhibitors of the malarial parasite plastid, 48 hour incubation; P. falciparum luciferase growth in erythrocytes, 48 h; Potency, µM (doses to about 28.7 µM), for inactives: at the highest dose activity change, negative = inhibition, actives largely listed as inhibitors; 310,000 tested, 5.9% active; AID 504832, 2011; note: potency is the fitted concentration of half-maximal effect; % is set by controls: 0 for no effect and ±100 for the full control effect
#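 Luciferase-expressing parasites in RBCs, 2% Hct / 0.1% parasitemia final; RPMI 1640 + 0.5% Albumax; 37 C, 5% CO2, one generation; luminescence read-out, lower signal = inhibition.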
# CHX counter = Cycloheximide Counterscreen for Small Molecule Inhibitors of Shiga Toxin; cell reporter, cycloheximide protein synthesis inhibition counterscreen; max response, %; 300,000 tested, 12% active; in the data active = max response mostly above about 13%, no sharp cut-off; inactive = mostly below about 14%; note: read at 38.3 µM for the half of the compounds with a filed dose; 0% is about no effect
# Pf growth 96h = Primary qHTS for delayed death inhibitors of the malarial parasite plastid, 96 hour incubation. P. falciparum luciferase reporter growth, 96 h. Potency, µM (titrated, usually from 28.7 µM), without a hit: top-dose activity change, negative = inhibition, actives largely listed as inhibitors. 320,000 tested, 6.9% active; note: potency is the fitted concentration of half-maximal effect; % is set by controls: 0 for no effect and ±100 for the full control effect
#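 Compounds incubated with erythrocytes infected by luciferase-expressing P. falciparum (2% hematocrit, 0.05% parasitemia final) for 96 hours, 37 C in 5% CO2. Growth inhibition scored as decreased luciferase luminescence.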
# Giardia FBPA inh = qHTS Assay for Inhibitors of Fructose-1,6-bisphosphate Aldolase from Giardia Lamblia; A8B2U2; purified Giardia FBPA; Potency, µM (top dose mostly 59.6 µM), inactives show at the top dose activity, negative = inhibition, usual class: inhibitors; 290,000 tested, 0.71% active; AID 2451, 2010; note: potency is the fitted concentration of half-maximal effect; % is set by controls: 0 for no effect and ±100 for the full control effect; nearly all actives have a fitted effect of over 55% in size
# Target sequence (A8B2U2 whole entry, looked up): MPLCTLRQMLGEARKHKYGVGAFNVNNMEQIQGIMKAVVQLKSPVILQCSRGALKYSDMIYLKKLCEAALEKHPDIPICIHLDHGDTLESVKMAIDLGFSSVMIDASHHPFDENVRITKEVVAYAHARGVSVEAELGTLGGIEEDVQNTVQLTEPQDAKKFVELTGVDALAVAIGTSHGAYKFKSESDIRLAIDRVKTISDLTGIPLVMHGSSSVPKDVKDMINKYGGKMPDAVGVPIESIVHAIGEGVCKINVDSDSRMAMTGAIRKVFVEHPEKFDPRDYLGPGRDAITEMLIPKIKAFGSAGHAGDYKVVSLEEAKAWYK
#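 Giardia FBPA (40 nM reagent) was preincubated 10 min at RT with compound (up to 57.5 uM final), then substrate plus GAPDH/TPI/NAD/arsenate coupling system with diaphorase/resazurin was added; resorufin fluorescence (525/598 nm) was read after 20 min.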
# Shiga toxin inh = A qHTS for Small Molecule Inhibitors of Shiga Toxin; Vero cells, Shiga toxin protein synthesis inhibition reporter; 290,000 tested, 9.2% active; inhibition, % at 38.7 µM; in the data active = inhibition mostly above about 28%, no sharp cut-off; inactive = mostly below about 43%; note: 0% is about no effect
# HCV inhibitor = qHTS Assay for Inhibitors of Hepatitis C Virus (HCV); Huh7.5.1 HCVcc-Cre infection, luciferase reporter, 44 h; 340,000 tested, 3.4% active; AID 651820, 2012; Potency, µM (doses to about 41.8 µM), inactives show at the top dose activity change, negative = inhibition, actives largely listed as inhibitors; note: potency is the fitted concentration of half-maximal effect; % is set by controls: 0 for no effect and ±100 for the full control effect
#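 After 44 h co-culture of compound, cells and HCVcc-Cre (~0.5 moi), substrate is added for 15 min at room temperature and luciferase measured over 15 sec. Cells were seeded at 1,000/well and pre-cultured 4 h.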
# Active calls of the source: *; ? = inconclusive; . = not tested or not shown; [ ] = dose if it differs, or a comment. Unless noted, calls come from the whole dose curve; as a rule, active = well fitted curve in the direction sought with a large enough effect; inconclusive = small, poorly fitted or top-dose-only effect, or another doubt; inactive = no such curve, though single readings can be large; an effect the other way counts as inactive or inconclusive.
SMILES,Pf growth 48h,CHX counter,Pf growth 96h,Giardia FBPA inh,Shiga toxin inh,HCV inhibitor
CCOC(=O)C1CCCN(C(=O)CNC(=O)Cn2ccc3ccccc3c2=O)C1 (stereo unspecified),-13%,-1,?,-5%,-12,2%
O=C(C/C=N\OCc1c(Cl)cccc1Cl)Oc1ccc(Cl)cc1Cl,.,-4,-9%,-2%,-9,1%
Cc1ccccc1NC(=O)c1ccc(C)c(S(=O)(=O)Nc2cccnc2)c1,2%,-2,12%,.,-7,15%
O=C(COC(=O)CNC(=O)c1ccc(Cl)c([N+](=O)[O-])c1)NC(=O)c1ccccc1,-12%,0,35%[activator],.,-5,2%
Cc1[nH]nc2c1C(c1cccc(OC(=O)N3CCOCC3)c1)C(C#N)=C(N)O2 (stereo unspecified),-8%,-4,?,-2%,18,12%
O=C(NCc1cccs1)c1cc(-c2ccccc2)on1,95%[activator],30*,7%,3%,118*,-5%
CCC(CC)N1CCN(S(=O)(=O)c2ccc(OC)cc2)CC1,0%,-1,?,?,.,1%
O=C(O)c1ccc(S(=O)(=O)NC2CC2)cc1,0%,-2,72%[activator],8%,1,20%
CCCCCC(=O)Nc1ccc(C(=O)COC(=O)CN2C(=O)NC3(CCCC3)C2=O)cc1,24%,.,32%[activator],.,.,15%
CC(C)CCOc1ccc(C2(C)NC(=O)NC2=O)cc1 (stereo unspecified),?,9,?,-10%,.,-1%
O=C(c1cc(C2CC2)nn1-c1ccccc1)N1CCN(S(=O)(=O)c2c(F)cccc2F)CC1,7.4µM*,.,?,.,.,?
CCNC(=S)N/N=C/c1ccccc1[N+](=O)[O-],4%,-1,?,-18%,9,1%
CCc1ccc2[nH]c(=O)c(CN(CC3CCCO3)C(=S)NCc3ccco3)cc2c1 (stereo unspecified),?,22*,?,-14%,8,?
O=C(CSc1n[nH]c(Cc2ccccc2)n1)Nc1ccccc1Br,-38%,5,5%,-21%,3,?
CC(C)CCN1CCN(C2CCN(c3ccc4c(c3)OCO4)CC2)CC1CCO (stereo unspecified),15%,1,?,-11%,-8,5%
COc1cccc(COC(=O)C2CCN(S(=O)(=O)c3ccc(F)cc3)CC2)c1OC,2%,.,27%,.,.,20%
N#Cc1c(NCCN)nc(-c2ccco2)c2c1CCCC2,.,-2,?,3%,18,-29%
CC(=O)CSc1ncnc2sc3c(c12)CCC(C)C3 (stereo unspecified),-15%[1.15 µM],16,-6%,9%,31,?
O=C(O)c1ccn(Cn2cnc3ccccc32)n1,26%,7,14%,-7%,27*,14%
COc1ccc(-n2c(O)c(C(C)=NCCN3CCNCC3)c(=O)[nH]c2=O)cc1,26%,-3,33%[activator],9%,12,11%
O=c1cc(CSc2ccc(Cl)cc2)nc(N2CCOCC2)[nH]1,8%,-3,.,5%,-9,-6%
CCOc1ccc(CN(C(=O)c2cccs2)C2CCS(=O)(=O)C2)cc1 (stereo unspecified),1%,1,-25%,6%,-8,6%
COc1cccc(-c2c(C(=O)N/N=C/c3ccsc3)nnn2-c2nonc2N)c1,6%,8,-6%,-19%,-5,13%
COc1cccc(-c2nc(CS(=O)(=O)CC(=O)NCCC(C)C)c(C)o2)c1,0%,-2,26%,-2%,-11,?
O=C(Nc1ccccc1)N1CCC(C(=O)N2CCCC(C(F)(F)F)C2)CC1 (stereo unspecified),?,-3,?,.,26,18%
CC(=O)c1sc(NC(=O)c2ccccc2F)nc1-c1ccccc1,.,43*,139%[activator],-17%,134*,-15%
COc1ccc(C/C(N)=N/OC(=O)c2ccco2)cc1OC,6%,22*,?,-3%,30,2%
C/C(=N\Nc1ncc(Cl)cc1Cl)c1cccs1,351%[activator],46*,167%[activator],-16%,101*,.
CCCN(CCC)CCCNC(=O)c1cn(CC)c2ccc(S(=O)(=O)N3CCc4ccccc4C3)cc2c1=O,1%,-10,?,0%,-27,?
O=C(Nc1ccc2c(c1)OCCO2)C1CCN(S(=O)(=O)c2ccc3c(c2)OCCO3)CC1,-28%,15,.,-6%,10,-11%
CCOc1ccc(NC(=O)/C(C=Nc2ccccc2)=C(\C)O)cc1,24%,-1,25%,6%,-5,-15%
CCCCC1(C(=O)OCC)NC(c2ccc(O)cc2)C2C(=O)N(c3ccccc3)C(=O)C21 (stereo unspecified),2%,-2,35%[activator],7%,-10,-6%
CCc1cccc(C)c1NC(=S)N1CCCC1C(=O)O (stereo unspecified),15%,-3,4%,?,-9,0%
CCN1CCN(C(=O)c2cc(S(=O)(=O)Nc3ccc(S(C)(=O)=O)cc3)ccc2Cl)CC1,-16%,0,-2%,-1%,3,11%
COc1ccc(OC)c(C(C(=O)NC2CCCCC2)N(C(=O)c2ccccn2)c2cccnc2)c1 (stereo unspecified),-9%,-3,2%,4%,-9,12%
CCN1CCCC1CN(Cc1cc2ccc(C)cc2[nH]c1=O)C(=S)Nc1cccc(OC)c1 (stereo unspecified),10µM*,-2,15%,3%,-13,?
COc1ccc(NC(=O)c2cc(-c3ccc(OC)c(OC)c3)on2)cc1OC,.,-1,9%,-1%,-18,.
COc1ccc(Nc2nc3cc(C)ccc3cc2C#N)cc1,?,-3,-22%,7%,-3,?
O=S(=O)(Cc1ccccc1)N1CCN(Cc2ccc(Br)cc2)CC1,28%,35*,?,.,31*,.
O=C(COC(=O)c1ccccc1Nc1ccccc1)NCc1ccco1,.,16*,?,0%,26,-12%
Cc1cc(C(F)(F)F)nc(SCC(=O)NC2CCCCC2)n1,-23%,-2,?,7%,3,1%
COc1ccccc1-c1nc2c3ccccc3nc(=S)n2[nH]1,4.7µM*,-2,1.5µM*,?,-3,4%
Cc1ccc(C)c(OCC(=O)NCC2COc3ccccc3O2)c1 (stereo unspecified),-6%,.,0%,.,.,0%
CN(CC(=O)Nc1ccc(N2CCOCC2)cc1)C(=O)CSc1ccc(F)cc1,?,.,?,.,.,-24%[8.37 µM]
COc1ccc2cc(S(=O)(=O)c3ccccc3)c(=O)oc2c1,-3%,-2,16%,2%,-11,4%
Cc1cccc(CN2CCC(CNC(=O)Nc3ccc(F)c(Cl)c3)CC2)c1,10µM*,1,6%,0%,-5,?
O=C(Cc1ccc(F)cc1)NC1CCSC1=O (stereo unspecified),-1%,-5,60%[activator],5%,-4,?
CSc1ccc(NC(=O)Nc2ccccc2C(N)=O)cc1,86%[activator],67*,132%[activator],-2%,74*,-3%
CCC(=O)Nc1ccc(C(=O)Nc2ccc(OC)cc2[N+](=O)[O-])cc1,2%,1,-26%,6%,26,-18%
O=C(Nc1ccc(Oc2ncccn2)cc1)c1ccco1,40%[activator],13,21%,-1%,43,7%
O=C(N/N=C/c1ccc2c(c1)OCO2)c1cc(-c2ccccc2Cl)nc2ccccc12,?,16,10µM*,8%,23,34%[activator]
COc1ccc(NC(=O)CCl)cn1,8.3µM*,-2,10µM*,2.8µM*,11,.
COC(=O)C(Cc1c[nH]c2ccccc12)N1CCS(=O)(=O)CC1 (stereo unspecified),2%,-2,21%,-1%,1,19%
COc1ccc(C(C(=O)NC2CCCC2)N(Cc2ccc(C)cc2)C(=O)c2ccn[nH]2)cc1OC (stereo unspecified),20%,1,21%,3%,-14,-10%
C/C(=N\NC(=O)C1COc2ccccc2O1)c1cc2ccccc2o1 (stereo unspecified),-6%,7,?,-1%,7,-16%
COCCNC(=O)C1CCC(CNS(=O)(=O)c2ccc(F)cc2)CC1 (stereo unspecified),26%,1,?,0%,-7,11%
CCCN(CC(=O)Nc1ccccc1C)C(=O)c1ccc(NC2CC2)c([N+](=O)[O-])c1,?,.,-18%,.,.,-8%
C[C@]12C=CC(=O)C=C1CC[C@@H]1[C@@H]2CC[C@@]2(C)[C@H]1CC[C@]2(C)O,-22%,-4,?,1%,-6,.
CC(=O)c1cccc(N(C(=O)CNC(=O)c2ccco2)C(C(=O)NCc2ccco2)c2ccccc2)c1 (stereo unspecified),-1%,-2,?,-2%,2,?
C=CCN1C(=O)/C(=C/c2ccc(O)cc2)S/C1=N/c1nccs1,-21%,4,?,13%,8,?
# Following part:
SMILES,Pf growth 48h,CHX counter,Pf growth 96h,Giardia FBPA inh,Shiga toxin inh,HCV inhibitor
Cc1ccc(COc2ccsc2C(=O)NN)cc1,477%[activator],17,?,-1%,28,10%
Cc1ccc2c(c1N)C(=O)c1ccccc1C2=O,80%[activator],.,159%[activator],.,.,-19%
CCOC(=O)c1c(-c2ccc(F)cc2)csc1NC(=O)CCN1CCOCC1,?,6,?,?,-19,5%
CCn1nc(C)c(CNC(=O)c2cc(COc3ccc(C)nc3)on2)c1C,-4%,-1,0%,-5%,-3,11µM*
CCCCn1cnc2c([nH]c3cc(OC)ccc32)c1=O,-11%,2,-19%,-2%,21,?
COc1ccc2c(c1)O[C@@]1(CCCC[C@@H]1C)CC2=O,?,.,5%,.,.,-2%
c1cncc(CSc2ccc(-c3ccc4c(c3)OCO4)nn2)c1,336%[activator],57*,0%,-12%,99*,?
O=C(CN1C(=O)NC(c2ccccc2)(c2ccccc2)C1=O)NCC(=O)Nc1ccc(F)cc1,?,.,-19%,.,.,-6%
COc1ccc(OCC(O)Cn2cnc(-c3ccc(Br)cc3)c2)cc1 (stereo unspecified),-19%,-3,?,-5%,19,?
COC(=O)c1ccc(OCC(O)CN2CCN(C(=O)c3ccco3)CC2)c(OC)c1 (stereo unspecified),-4%,-6,13%,10%,6,4%
CCOC(=O)c1oc2ccccc2c1CSc1nnnn1-c1ccc(C)cc1,?,-3,?,-1%,2,-14%
CCCn1c(SCc2ccccn2)nc2c1c(=O)n(C)c(=O)n2C,20%,-5,-1%,-3%,-8,3%
Cc1ccc(C(=O)N2CC(C)OC(C)C2)c(Cl)c1 (stereo unspecified),.,8,3.7µM*,-3%,63,14%
CCC(=O)Nc1cccc(NC(=O)c2ccc3c(c2)OCO3)c1,55%[activator],19*,270%[activator],-8%,61*,?
CN1C(=O)CC(N2CCN(C(=O)CN3CCCC3)CC2)C1=O (stereo unspecified),3%,1,16%,5%,-3,2%
CCNC(=O)c1ccc2c(c1)C1C3CCC(C3)C1C(c1ccccc1)N2 (stereo unspecified),7.4µM*,-2,50%[activator],0%,-8,10%
C=CCOc1ccc(C(=O)Nc2ccccc2C(=O)NCc2cccnc2)cc1,12µM*,-2,12%,-7%,-7,-28%
Clc1ccc(Sc2ccc(/C=N/n3cnnc3)o2)cc1,10%,-3,36%[activator],-5%,-11,5%
CCCCC(=O)Nc1ccc(C(=O)Nc2nc(CC(=O)OCC)cs2)cc1,21%,-2,.,?,-8,?
Cn1c(C(=O)OCC(=O)NCc2cccs2)cc2sccc21,?,12,15%,1%,17,11%

# Arranged by count of non-hydrogen atoms (descending): 3 of the compounds above.
SMILES,Pf growth 48h,CHX counter,Pf growth 96h,Giardia FBPA inh,Shiga toxin inh,HCV inhibitor
C=CCOc1ccc(C(=O)Nc2ccccc2C(=O)NCc2cccnc2)cc1,12µM*,-2,12%,-7%,-7,-28%
CCCCC(=O)Nc1ccc(C(=O)Nc2nc(CC(=O)OCC)cs2)cc1,21%,-2,.,?,-8,?
Cn1c(C(=O)OCC(=O)NCc2cccs2)cc2sccc21,?,12,15%,1%,17,11%
